Screening results deposited in PubChem by The Scripps Research Institute Molecular Screening Center.
CHRM4 agonist = human M4 muscarinic receptor agonists, primary screen, CHO-K1 cells, Fluo-8 calcium fluorescence | hit rate 0.14% among 360,000 | activation, % at 3 µM | CHO-K1 hM4/Gqi5; vehicle 0%, full acetylcholine response 100% | Muscarinic acetylcholine receptor M4 (Homo sapiens), P08173 | AID 624127, 2012;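 active = activation above the run mean over all test wells plus 3 SD, cut at about 32% in these data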;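 note: peak over basal fluorescence ratio per well then scaled between controls; 0% = DMSO wells and 100% = acetylcholine at EC100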
Target sequence (P08173 whole entry, looked up): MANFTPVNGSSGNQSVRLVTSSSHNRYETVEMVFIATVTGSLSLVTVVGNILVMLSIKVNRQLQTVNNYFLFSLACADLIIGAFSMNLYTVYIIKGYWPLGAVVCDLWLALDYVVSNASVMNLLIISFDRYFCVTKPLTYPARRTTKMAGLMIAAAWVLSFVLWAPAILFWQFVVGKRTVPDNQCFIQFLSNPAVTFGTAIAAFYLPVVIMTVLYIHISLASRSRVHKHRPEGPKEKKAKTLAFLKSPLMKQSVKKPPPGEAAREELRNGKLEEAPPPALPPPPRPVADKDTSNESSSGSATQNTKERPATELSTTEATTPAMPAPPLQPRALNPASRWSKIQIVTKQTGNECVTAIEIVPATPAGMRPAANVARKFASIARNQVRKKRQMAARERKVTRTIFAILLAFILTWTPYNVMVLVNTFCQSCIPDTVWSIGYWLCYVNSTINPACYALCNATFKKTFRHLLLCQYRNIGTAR
TAAR1 ag = human TAAR1 agonists, primary screen, Fluo-8 calcium fluorescence, CHO RD-HGA16 cells; Trace amine-associated receptor 1 (Homo sapiens), Q96RJ0; vehicle wells 0%, saturating PEA agonist 100%; activation, % at 3 µM; hit rate 0.99% among 360,000;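 active = activation above the mean activation of all test compounds in the run plus 3 SD, cut at about 38% in these data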
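Signal – calcium-sensitive Fluo-8 signal, excitation 470-495, emission 515-575 nm · System – RD-HGA16 (CHO) cells co-expressing Gα16 and hTAAR1 · Incubation – 17-24 h seeding, 75 min 37 °C dye, 30 min RT · Compound dosing – 3 µM single concentration · Repeats – no replicates (n 1)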
CHRM5 agonist = human M5 muscarinic receptor agonists, primary screen, CHO-K1 cells, Fluo-8 calcium fluorescence. Muscarinic acetylcholine receptor M5 (Homo sapiens), P08912. CHO-K1 hM5 cells; 0% DMSO wells, 100% maximal acetylcholine response. activation, % at 3 µM. hit rate 0.19% among 360,000. AID 624037, 2012;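 active = activation above the run's mean over test compounds plus 3 SD, cut at about 23% in these data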;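 note: signal is peak over basal fluorescence ratio across the kinetic read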
M5 PAM = human M5 muscarinic receptor positive allosteric modulators, primary screen, CHO-K1 cells, Fluo-8 calcium fluorescence. CHO-K1 hM5, ACh EC20 PAM; 0% = ACh EC20, 100% = ACh EC100. activation, % at 3 µM. hit rate 0.3% among 360,000. AID 624038, 2012;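 active = activation above the run cutoff, the mean activation of all test compounds plus 3 SD, cut at about 18% in these data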
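Assay system: CHO-K1 hM5 cells. Also added: acetylcholine at EC20 concentration, added after compound. Dosing: 3 µM, single dose. Times: compound preincubation 140 s before EC20 acetylcholine addition. Signal: Fluo-8 calcium fluorescence. Measure: % activation relative to EC20 and EC100 ACh responses. Repeats: singlicate, one well per test compound.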
CHRM5 antagonist = human M5 muscarinic receptor antagonists, primary screen, CHO cells, Fluo-8 calcium fluorescence. Muscarinic acetylcholine receptor M5 (Homo sapiens), P08912. hit rate 0.59% among 360,000. CHO-hM5 cells, ACh EC80. inhibition, % at 3 µM. AID 624040, 2012;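 active = inhibition above a per-plate cutoff, the mean of that plate's test compounds plus 3 SD, cut at about 27% in these data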;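 note: 0% = acetylcholine EC80 with DMSO and 100% = DMSO without agonist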
CHRM1 agonist = human M1 muscarinic receptor agonists, primary screen, Fluo-8 calcium fluorescence, CHO-K1 cells, HTS. Muscarinic acetylcholine receptor M1 (Homo sapiens), P11229. CHO-K1 hM1, agonist mode; 0% DMSO, 100% acetylcholine EC100. activation, % at 3 µM. hit rate 0.33% among 360,000;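 active = activation above the run's mean compound activation plus 3 SD, cut at about 16% in these data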;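 note: peak over basal fluorescence ratio within a 140 s kinetic read after compound addition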
Target sequence (P11229 whole entry, looked up): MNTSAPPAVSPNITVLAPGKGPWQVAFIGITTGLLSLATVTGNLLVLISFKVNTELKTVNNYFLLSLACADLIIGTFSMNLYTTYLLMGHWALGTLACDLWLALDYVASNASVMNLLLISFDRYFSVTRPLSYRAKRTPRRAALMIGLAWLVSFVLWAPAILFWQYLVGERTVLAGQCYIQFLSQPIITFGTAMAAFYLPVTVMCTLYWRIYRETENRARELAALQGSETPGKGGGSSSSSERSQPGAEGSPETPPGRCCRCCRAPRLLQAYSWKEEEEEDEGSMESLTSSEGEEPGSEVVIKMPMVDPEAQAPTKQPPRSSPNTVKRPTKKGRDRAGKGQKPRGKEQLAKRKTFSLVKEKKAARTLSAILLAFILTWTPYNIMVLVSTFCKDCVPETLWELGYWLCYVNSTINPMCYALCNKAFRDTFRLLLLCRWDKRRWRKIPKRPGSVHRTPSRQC
M4 antag = human M4 muscarinic receptor antagonists, primary screen, CHO cells, Fluo-8 calcium fluorescence | Muscarinic acetylcholine receptor M4 (Homo sapiens), P08173 | CHO-hM4 cells, ACh EC80 | inhibition, % at 3 µM | hit rate 0.73% among 360,000 | AID 624125, 2012;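 active = inhibition above its plate's cutoff, the mean inhibition of sample wells plus 3 SD, cut at about 27% in these data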;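 note: 0% = acetylcholine EC80 with DMSO and 100% = DMSO without agonist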
CHRM1 PAM = human M1 muscarinic receptor positive allosteric modulators, primary screen, CHO-K1 cells, Fluo-8 calcium fluorescence, 1536-well; CHO-K1 hM1, ACh EC20; 0% = ACh EC20, 100% = maximal ACh; Muscarinic acetylcholine receptor M1 (Homo sapiens), P11229; activation, % at 3 µM; hit rate 0.088% among 360,000; in the data active = activation above about 19%, passing the limit was not always enough
M1 antag = human M1 muscarinic receptor antagonists, primary screen, CHO-K1 cells, Fluo-8 calcium fluorescence, 1536-well; CHO-K1 hM1, ACh EC80 antagonist; inhibition, % at 3 µM; hit rate 1.3% among 360,000; AID 588852, 2011;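 active = percent inhibition above its own plate's cutoff, namely the mean of that plate's compound wells plus 3 SD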;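 note: peak over basal fluorescence ratio during 140 s after agonist addition; 0% = ACh EC80 plus DMSO and 100% = DMSO alone without agonist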
The depositor's hits bear a star; · = no result given. Not all compounds are listed; the hit share may differ from the screen's.

Field names – A = CHRM4 agonist; B = TAAR1 ag; C = CHRM5 agonist; D = M5 PAM; E = CHRM5 antagonist; F = CHRM1 agonist; G = M4 antag; H = CHRM1 PAM; I = M1 antag
> Cc1ccc(NS(=O)(=O)c2ccc(CCC(=O)N3CCCC3)cc2)cc1
  A = 2	B = 12	C = -1	D = -11	E = 21	F = 3	G = -5	H = 0	I = -7

> CN(CC(=O)Nc1ccc(Cl)c(Cl)c1)CC(=O)Nc1ccc2c(c1)OCO2
  A = 8	B = 12	C = 3	D = -3	E = 11	F = 0	G = 1	H = 8	I = 1

> Cc1ccc(O)c(C(=O)CC(=O)c2cccc(F)c2)c1
  A = 0	B = 54*	C = -4	D = 11	E = 10	F = -4	G = 9	H = 12	I = -21

> CN(C(=O)COC(=O)c1cncc(Br)c1)C1CCS(=O)(=O)C1 (stereo unspecified)
  A = 3	B = 1	C = -2	D = -2	E = 9	F = -7	G = 2	H = -1	I = 4

> CCOc1ccc(CN(C)C(=O)CNC(=O)c2sc3ccccc3c2Cl)cc1
  A = 1	B = -1	C = 4	D = 0	E = 1	F = -3	G = -3	H = -3	I = 8

> O=C1CCCC2=C1C(Cc1ccccc1)C1=C(CCCC1=O)O2
  A = 1	B = 6	C = -1	D = 2	E = -2	F = -5	G = 3	H = 7	I = -4

> COCCCNC(=O)CCc1c(C)nc2c(c(C)nn2-c2ccc(C)cc2)c1C
  A = 10	B = 0	C = -1	D = -5	E = 10	F = -1	G = -4	H = 13	I = -11

> CCOC(=O)c1cc(-c2ccc(C#N)cc2)nc2c1c(C)nn2CCC#N
  A = 2	B = 3	C = -1	D = -2	E = -6	F = -4	G = -5	H = 4	I = -3

> N#CC1=C(SCC(=O)Nc2nccs2)NC(=O)CC1c1ccccc1 (stereo unspecified)
  A = 0	B = 9	C = 0	D = -5	E = 2	F = -3	G = 2	H = -8	I = -12

> O=[N+]([O-])c1cccc(C=Nc2cccc3ccccc23)c1O
  A = 1	B = 1	C = 4	D = 2	E = 4	F = -4	G = 3	H = 0	I = -9

> C=CCOc1c(Cl)cc(C2NC(=O)NC(C)=C2C(=O)OC)cc1Cl (stereo unspecified)
  A = 4	B = 10	C = 4	D = 7	E = -1	F = -7	G = -5	H = 4	I = -14

> Cc1oc2c(CN3CCCC3)c(O)ccc2c(=O)c1-c1ccc(Br)cc1
  A = 0	B = 0	C = -4	D = 10	E = -8	F = -9	G = 70*	H = 6	I = -12

> COc1ccc(NC(=S)NCc2ccc(F)cc2)c(OC)c1
  A = 2	B = -1	C = -3	D = -1	E = 1	F = -7	G = -3	H = -5	I = 2

> O=C(N/N=C/C=C/c1ccccc1)c1ccncc1
  A = 1	B = 3	C = 1	D = -3	E = -1	F = -1	G = -6	H = 9	I = -14

> CCCN(CCC)CCNc1c(N2CCN(C(=O)OCC)CC2)c(=O)c1=O
  A = 0	B = ·	C = -1	D = -4	E = 4	F = -7	G = 12	H = 2	I = 9

> O=S(=O)(N1CCCCC1)n1c(Cc2ccccc2)nc2ccccc21
  A = 1	B = 22	C = -2	D = -6	E = 3	F = -4	G = -7	H = -8	I = 8

> Cc1cccc(-n2c(=S)[nH]c3c(oc4ccccc43)c2=O)c1
  A = 2	B = 4	C = 3	D = 11	E = -4	F = -3	G = -8	H = 4	I = -2

> CCC(NC(=O)Cc1c(C)c2ccc(OC)c(C)c2oc1=O)C(=O)NC(Cc1ccc(Cl)cc1)C(=O)O (stereo unspecified)
  A = 0	B = 1	C = 3	D = -1	E = 2	F = -3	G = -5	H = 7	I = 0

> Oc1cc(NCc2ccc(F)cc2)cc2cccnc12
  A = 1	B = 5	C = 2	D = 3	E = 4	F = -4	G = 3	H = 12	I = -5

> C/C(=C(/NC(=O)c1ccccc1)C(=O)O)c1ccco1
  A = 1	B = 0	C = 1	D = 4	E = -10	F = -8	G = 0	H = 11	I = -8

> O=C(NCC(c1ccco1)N1CCc2ccccc21)c1ccccc1Cl (stereo unspecified)
  A = -1	B = -1	C = -7	D = -11	E = 2	F = -2	G = 2	H = 8	I = -6

> Cc1ccc(C(=O)Nc2ccc3c(c2)C(=O)N(CC2CCCO2)C3=O)cc1 (stereo unspecified)
  A = 1	B = 3	C = -1	D = 6	E = -2	F = -2	G = -10	H = 8	I = -9

> Cc1cc(C)n2nc(SCC(=O)Nc3ccc(F)c(F)c3F)nc2n1
  A = 2	B = 0	C = 4	D = -7	E = 4	F = -1	G = 8	H = 2	I = 1

> Cc1nnc(SCc2ccccc2)n(N)c1=O
  A = 2	B = -1	C = 0	D = -8	E = -3	F = -6	G = -1	H = 4	I = 0

> CN1CCC(N(C)C(=O)c2sc3cc(F)ccc3c2Cl)CC1
  A = 2	B = 9	C = -4	D = -2	E = 14	F = -5	G = 11	H = -5	I = 14

> COC(=O)c1ccc(S(=O)(=O)N2CCCCCC2)n1C
  A = 1	B = 8	C = -1	D = -1	E = 11	F = -4	G = -3	H = 8	I = -8

> Cc1ccc(C(=O)Nc2nnc(-c3ccncc3)s2)o1
  A = 0	B = 14	C = -1	D = -3	E = 1	F = 1	G = 8	H = -8	I = 7

> COc1cc(CNc2ncnc3c2ncn3[C@H]2CN(Cc3cccc(C(F)(F)F)c3)C[C@@H](CO)O2)cc(OC)c1OC
  A = 7	B = 8	C = 2	D = -6	E = 6	F = -1	G = 8	H = -1	I = -5

> CCCCc1nnc(NC(=O)c2ccc(S(=O)(=O)N3CCOCC3)cc2)s1
  A = 1	B = -3	C = 4	D = 0	E = 7	F = -3	G = 1	H = 5	I = -6

> CCC(=O)/C=C1/Sc2ccc(OC)cc2N1CCO
  A = 0	B = 2	C = -1	D = 1	E = 7	F = -8	G = -8	H = 14	I = -3

> N#Cc1ccccc1NC(=O)CSC1=Nc2ccccc2C2CC=NN12 (stereo unspecified)
  A = 5	B = 2	C = 0	D = -3	E = 1	F = -7	G = 7	H = 6	I = -2

> CCC(NC(=O)Nc1cc(OC)c(OC)c(OC)c1)(C(F)(F)F)C(F)(F)F
  A = 0	B = 5	C = -5	D = 1	E = -3	F = 0	G = -1	H = 9	I = -11

> COC(=O)Nc1ccc(S(=O)(=O)N2CCCC(C(=O)N3CCN(C)CC3)C2)cc1 (stereo unspecified)
  A = 1	B = 4	C = 0	D = 2	E = 13	F = -5	G = 11	H = 14	I = -23

> Cc1ccc([C@@H]2CC=C(C(=O)O)[C@H](c3ccc(Cl)cc3)N2S(=O)(=O)c2ccc(C)cc2)cc1
  A = 0	B = 4	C = -5	D = 6	E = -6	F = -7	G = -10	H = 10	I = -8

> C/C(=N/NC(=O)COc1cc(C)ccc1C(C)C)C(=O)O
  A = 1	B = 1	C = -1	D = -3	E = -10	F = -7	G = -13	H = 12	I = -9

> Cc1ccc(NC(=O)C(C)N=C2NS(=O)(=O)c3ccccc32)cc1F (stereo unspecified)
  A = 10	B = 6	C = -2	D = -10	E = 12	F = 1	G = 13	H = 10	I = -16

> CCOc1ccc(S(=O)(=O)N2CCN(CC(O)COc3cccc([N+](=O)[O-])c3)CC2)cc1 (stereo unspecified)
  A = 14	B = 11	C = -1	D = -9	E = 13	F = -2	G = -5	H = 9	I = -13

> COc1ccc(C)cc1NC(=O)CSCc1ccccc1C
  A = -1	B = 6	C = -4	D = -3	E = 10	F = -5	G = -6	H = -4	I = 3

> COc1cnn(-c2ccc(Br)cc2)c(=O)c1SCc1ccccc1
  A = 1	B = 2	C = -3	D = -2	E = 0	F = -10	G = -12	H = 8	I = -10

> Cc1cc(N2CCN(C)CC2)nc2ccc(NC(=S)NCCCN3CCN(C)CC3)cc12
  A = 0	B = 0	C = -4	D = 7	E = 1	F = -7	G = 9	H = 4	I = -5

> Brc1cc2c(cc1-c1nc3ccccc3s1)OCO2
  A = 0	B = 0	C = -6	D = 7	E = 2	F = -2	G = -20	H = 2	I = -4

> N/C(=N\OC(=O)c1ccco1)c1cccc(Br)c1
  A = -1	B = 1	C = 0	D = -5	E = 3	F = -2	G = 2	H = -7	I = 5

> O=C(Cc1c(F)cccc1Cl)Nc1ncc([N+](=O)[O-])s1
  A = 11	B = 12	C = 6	D = -10	E = 5	F = 2	G = 2	H = -8	I = 16

> Cc1cccc(OC(C)C(=O)OCC(=O)Nc2sccc2C(N)=O)c1 (stereo unspecified)
  A = 16	B = 5	C = 14	D = -20	E = 13	F = 3	G = 12	H = -14	I = 26

> CCn1c(SCC(=O)Nc2ccc3c(c2)OCCO3)nnc1C(C)C
  A = 1	B = -2	C = -3	D = 8	E = -4	F = -6	G = -8	H = 7	I = -2

> COC(=O)C1=NN(C(=O)c2cccc(Br)c2)C(O)(c2ccc(Cl)cc2)C1 (stereo unspecified)
  A = 39*	B = 93*	C = 16	D = -11	E = 3	F = 42*	G = 2	H = -11	I = 4

> C=C(C)C1CC=C(CN2CCC(O)CC2)CC1 (stereo unspecified)
  A = 1	B = 1	C = -4	D = -3	E = 4	F = -5	G = 2	H = 18	I = 15

One compound at a time, from the list above. Screens in order: CHRM4 agonist	TAAR1 ag	CHRM5 agonist	M5 PAM	CHRM5 antagonist	CHRM1 agonist	M4 antag	CHRM1 PAM	M1 antag
Record of COC(=O)c1ccc(S(=O)(=O)N2CCCCCC2)n1C : 1	8	-1	-1	11	-4	-3	8	-8
Record of N#Cc1ccccc1NC(=O)CSC1=Nc2ccccc2C2CC=NN12 (stereo unspecified) : 5	2	0	-3	1	-7	7	6	-2
Record of Cc1cccc(OC(C)C(=O)OCC(=O)Nc2sccc2C(N)=O)c1 (stereo unspecified) : 16	5	14	-20	13	3	12	-14	26
